# Bioassay records from PubChem BioAssay.
# Statin myotox sup: suppression of simvastatin myotoxicity; rescue of ATP level, % at 7.49 µM; 0.78% of 330,000 active; C2C12 myotubes + simvastatin, ATP luminescence, 48 h; scaled: DMSO 0, geranylgeraniol control 100;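 active means mean ATP rescue above about 67%, or every replicate alone reaching that limit, limit read from the data, passing the limit was not always enough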;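 further: myotubes were challenged with 10 µM simvastatin during compound exposure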
# F508del corr: CFTR F508del correction in bronchial cells | 0.36% of 350,000 active | CFBE cells, YFP halide quenching; stimulated with forskolin plus potentiator P3; % fluorescence drop versus neutral controls | activity (quench increase), % at 7.58 µM;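 active means mean added fluorescence quench of at least 8% versus neutral control, with both replicates also reaching 8%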;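 further: cells transiently co-express mutant CFTR-F508del with the halide-sensitive YFP; corrector assay measuring rescue of mutant channel to the surface after 24 h compound exposure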
# FN deposition inh: fibronectin deposition inhibition | AID 743247 | inhibition, % at 12.6 µM | AH1F fibroblasts, Alexa488-fibronectin deposition fluorescence, overnight | 0.086% of 350,000 active;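 active means mean inhibition across replicates of 30% or more, regardless of how many single replicates reach that level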;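 further: positive control wells lacked labelled fibronectin entirely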
#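 Material: AH1F fibroblasts assembling fluorescent fibronectin matrix; amount: 10000 AH1F cells/well; medium: DMEM, 2% serum; reagent: Alexa488-fibronectin, 24 nM final in well; dosing: single compound dose, delivered by pin transfer; incubation: 1 h adhesion, overnight exposure; detection: fluorescence after three HBSS washes, excitation 485 nm, emission 525 nm; measure: fibronectin deposition inhibition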
# INS-1E GSIS act: GLuc luminescence reporter in INS-1E cells, primary screen for activators of glucose-dependent secretion of insulin. 0.61% of 370,000 active. INS-1E GLuc reporter insulin secretion, 2-3 h. AID 743287. activation, % at 16.6 µM;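 active means lowest replicate activation of at least 40%, so every replicate reaches that level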;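 further: 0% = median of neutral control wells and 100% = median of IBMX positive control wells; some compounds called inactive have numbers as strong as hits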
# Cneo AK release: Cryptococcus neoformans lysis via adenylate kinase release; C. neoformans lysis, adenylate kinase release luminescence, 4 h; normalised: neutral wells 0, clomiphene wells 100; lysis activity, % at 15 µM; AID 651654; 0.2% of 360,000 active;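 active means mean lysis activity across replicates of at least 80%, whatever share of replicates individually reach that level; inactive means mean lysis activity below 80%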
#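 Signal: Adenylate kinase release luminescence | Assay system: Log-phase Cryptococcus neoformans yeast cells | Input: Cells at 5 × 10^6 per mL | Buffer or medium: Fresh YPD growth medium | Compound: Single dose | Schedule: Static 4 h at 37 °C with compound, 1 h detection | Controls: Clomiphene | Read-out: Luminescence rise reflecting yeast cell lysis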
# PglD inh: inhibitors of Campylobacter jejuni PglD acetyltransferase; purified PglD enzyme, DTNB colorimetric CoA detection; inhibition, % at 12.5 µM; 0.098% of 360,000 active; in the data active means inhibition above about 16%, passing the limit was not always enough; further: strong numbers were not always called active
# miR122 inh: inhibitors of miR-122 in Huh7 cells; Huh7 miR-122 Renilla luciferase sensor, 48 h; neutral wells = 0, positive control = 100; activation (reporter increase), % at 12.5 µM; 0.3% of 340,000 active; AID 602342;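 active means mean replicate activation score at least 90 and every replicate individually at or above 90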;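 further: higher luciferase means less miR-122 activity so hits act as miR-122 inhibitors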
# PGC1a acetyl inh: lowers PGC1a acetylation signal in U2OS cells; AlphaScreen anti-acetyl-lysine; with virally co-expressed GCN5 acetyltransferase; inhibition, % at 15.6 µM; 0.17% of 350,000 active;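 active means every replicate shows inhibition of at least 40%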;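 further: 0% = neutral control wells and 100% = positive control wells; some results beyond the cut were filed as inactive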
# * = called active by the depositor; . = no result given; & = joins results of further samples; [ ] = dose if it differs, or a comment.
SMILES,Statin myotox sup,F508del corr,FN deposition inh,INS-1E GSIS act,Cneo AK release,PglD inh,miR122 inh,PGC1a acetyl inh
COc1ccc(CCN2C(=O)CC(Cc3ccccc3)C2=O)cc1OC (stereo not drawn),.,1.2,7,70*,.,.,.,-4
COc1cccc2cc(/C(=N/O)c3ccccc3)oc12,.,-0.4,6,5,.,.,.,-10
COc1ccc(C(=O)NCCc2ccc(C(F)(F)F)cc2)cc1S(=O)(=O)N1CCOCC1,1,-1.7,-2,-28,0,2,0,-16
CCC(CC)C(=O)Nc1cc(C(=O)OC)cc(C(=O)OC)c1,0,.,-7,.,-1,0,6,-3
CCOC(=O)C1=C(CCc2ccccc2)NC(=O)NC1c1ccc2ccccc2c1 (stereo not drawn),23,-0.9,11,-6,4,-1,.,.
O=C(CSc1nnc(-c2ccco2)n1-c1ccccc1)NCC1CCCO1 (stereo not drawn),7,1.7,4,19,3,7,-2,1
O=C(NCC1CCCCC1)c1[nH]c(C(F)(F)F)nc1-c1ccccc1,-5,-3.3,-17,-22,4,0,2,15
CC(C)c1ccc(S(=O)(=O)N2CCC3(CC2)OCCO3)cc1,0,-3.5,9,-5,-1,-2,8,.
Cc1cccc(C)c1NC(=O)CN1CCN(C(=O)c2cc(C3CC3)nn2-c2ccccc2)CC1,-1,2.2,-10,.,0,1,-4,-15
CC/C(=N\NC(=O)c1nnn(-c2nonc2N)c1-c1ccc2c(c1)OCO2)c1ccccc1,4,-3.7,1,6,-3,-4,1,5
CN(C)CCCNCCCNC(=O)c1ccncc1,2,.,9,.,4,-3,-4,.
CCCn1c(C2CCCN2c2nc(-c3ccc(C)cc3)cs2)nc2ccccc21 (stereo not drawn),-9,-2.4,-21,.,31,0,0,-7
CO[C@H]1CN(C)C(=O)c2ccc(NS(=O)(=O)c3cn(C)cn3)cc2OC[C@H](C)N(CCC(F)(F)F)C[C@@H]1C,.,2.9,4,14,.,.,.,1
C[C@H]1CN([C@@H](C)CO)C(=O)CCCn2cc(nn2)CO[C@@H]1CN(C)C(=O)Nc1ccccc1C(F)(F)F,2&-6&2,2.7&1.7&-2.6,-3&1,11&9,-3,-2,-2,-4&-1&6
C[C@@H]1CN([C@@H](C)CO)S(=O)(=O)c2ccc(C#C[C@@H](C)O)cc2O[C@@H]1CN(C)C(=O)CC1CC1,-9,-1.6,-6,21,7,-1,-8[16.7 µM],-6
CCCC(=O)Nc1ccc2c(c1)nc(CCN1CCC(C)CC1)n2C,0,1.6,-3,.,0,2,-4,.
CCOC(=O)c1ccc(-c2c(-c3ccccc3OC)sc3ccc(OC)cc23)cc1F,19,1.3,-4,.,2,-2,-2,.
COc1cc(NC(=O)COc2cc(C)cc3oc(=O)cc(C)c23)cc(OC)c1OC,-4,2.7,.,-4,2,-2,2,0
Cc1cc(C(=O)N(Cc2nnc(-c3ccc(Cl)cc3)o2)C(C)C)c2ccccc2n1,-3,1.3,-4,-28,3,-2,0,-3
CCOCc1cc(=O)[nH]c(SC)n1,5,-0.8,-10,15,3,-5,-6,.

# Single records, as listed above. Order of screens: Statin myotox sup, F508del corr, FN deposition inh, INS-1E GSIS act, Cneo AK release, PglD inh, miR122 inh, PGC1a acetyl inh
# Listed for CCCC(=O)Nc1ccc2c(c1)nc(CCN1CCC(C)CC1)n2C → 0, 1.6, -3, ., 0, 2, -4, .
# Listed for CCOC(=O)c1ccc(-c2c(-c3ccccc3OC)sc3ccc(OC)cc23)cc1F → 19, 1.3, -4, ., 2, -2, -2, .

# The list continues:
SMILES,Statin myotox sup,F508del corr,FN deposition inh,INS-1E GSIS act,Cneo AK release,PglD inh,miR122 inh,PGC1a acetyl inh
CC(=O)Nc1ccc2c(c1)Cc1c(F)cccc1-2,5,1.6,-4,.,0,2,-8,.
CCOC(=O)c1cc2occc2n1CC(=O)N1CCN(C(=O)c2ccco2)CC1,12,1.3,.,-4,1,8,.,22
CCCNC(=O)N(C)C[C@@H]1Oc2ncc(C#CCC3CCCC3)cc2C(=O)N([C@@H](C)CO)C[C@H]1C,.,-3.4,0,-17,-2,2,-4[16.7 µM],-4
CC1CCCC(NC(=O)C2CCN(S(=O)(=O)c3cccc4nonc34)CC2)C1C (stereo not drawn),-6,0.6,8,5,-2,0,7,-10
CSCCC(NS(=O)(=O)c1ccccc1F)C(=O)NCc1cccs1 (stereo not drawn),-3,-3.2,4,10,1,3,-5,-8
COc1ccc(-c2c(-c3ccc(C#N)cc3)oc(=O)c3cc(OC)c(OC)cc23)cc1,9,3.1,12,.,1,5,-2,-6
CC(C)CC#Cc1cnc2c(c1)C(=O)N([C@H](C)CO)C[C@H](C)[C@@H](CN(C)C(=O)Nc1cc(F)ccc1F)O2,35,3.3,.,-16,-11,-1,-5[16.7 µM],2
O=C(C[C@@H]1C=C[C@@H](NS(=O)(=O)c2ccccc2)[C@@H](CO)O1)NCc1ccc(Cl)c(Cl)c1,-9,-1.1,.,6,-29,4,.,-2
CC(C)NC(=O)N(C)C[C@H]1Oc2ccc(NS(=O)(=O)c3cn(C)cn3)cc2CC(=O)N([C@@H](C)CO)C[C@H]1C,18,-1.2,.,-10,0,-1,1[16.7 µM],9
COc1ccc(S(=O)(=O)Nc2ccc3c(c2)C(=O)N([C@H](C)CO)C[C@@H](C)[C@@H](CN(C)Cc2ccc(C(=O)O)cc2)OCCCC[C@@H](C)O3)cc1,.,-0.3,.,41,3,-1,15[16.7 µM],-3
c1ccc(Oc2ccc(-c3ccnc4nc(N5CCOCC5)nn34)cc2)cc1,12,2.1,-8,1,1,-4,4,-25
COc1ccc(S(=O)(=O)Nc2ccc3c(c2)C(=O)N([C@@H](C)CO)C[C@H](C)[C@H](CN(C)C(=O)NC(C)C)OCCCC[C@@H](C)O3)cc1,.,-2.5,.,-14,0,-4,10[16.7 µM],-2
CN(C)c1cccc(NC(=O)CCc2ccccc2)c1,-10,.,.,-2,2,0,3,10
COc1cccc(NC(=O)CN(C)C(=O)c2cccc(S(=O)(=O)N3CCN(c4ccccc4)CC3)c2)c1,12,-2.3,0,-6,1,3,1,.
CCN(CC(=O)NCc1cccs1)C(=O)COc1cccc(C(F)(F)F)c1,7,5.1,4,-24,-1,-1,-1,-13
c1ccc2c(CNn3cnnc3)cccc2c1,-6,.,.,.,-1,0,1,24
Cc1c(C(c2ccccc2O)c2c(C)n(C)n(-c3ccccc3)c2=O)c(=O)n(-c2ccccc2)n1C,9,2.3,3,-17,0,-6,4,3
CC[C@]12c3[nH]c4ccc(Cl)cc4c3CCN1C(=O)[C@@H](CC(=O)NC(C)(C)C)C[C@@H]2C(=O)N1CCN(C(=O)c2ccco2)CC1,6,1.4,-5,-6,-6,3,-10,3
COCC(=O)NCc1nc2ccccc2[nH]1,5,.,-6,.,-1,-4,-6,20
CCCCNC(=O)c1ccc2c(c1)N(C)C(=O)c1ccccc1S2,10,3.0,.,-8,-2,-2,.,-9

# Random excerpt: 4 compounds from above.
SMILES,Statin myotox sup,F508del corr,FN deposition inh,INS-1E GSIS act,Cneo AK release,PglD inh,miR122 inh,PGC1a acetyl inh
CN(C)c1cccc(NC(=O)CCc2ccccc2)c1,-10,.,.,-2,2,0,3,10
CC/C(=N\NC(=O)c1nnn(-c2nonc2N)c1-c1ccc2c(c1)OCO2)c1ccccc1,4,-3.7,1,6,-3,-4,1,5
c1ccc2c(CNn3cnnc3)cccc2c1,-6,.,.,.,-1,0,1,24
CC(C)c1ccc(S(=O)(=O)N2CCC3(CC2)OCCO3)cc1,0,-3.5,9,-5,-1,-2,8,.

# The list continues.
SMILES,Statin myotox sup,F508del corr,FN deposition inh,INS-1E GSIS act,Cneo AK release,PglD inh,miR122 inh,PGC1a acetyl inh
CCCCCCN1C(=O)C(O)=C(C(C)=O)C1c1ccc(Cl)cc1 (stereo not drawn),.,.,.,-38,-1,5,1,5
Cc1ccccc1-c1ccc([C@@H]2[C@@H](CO)N3C(=O)CN(C(=O)Nc4cccc(F)c4)C[C@H]23)cc1,.,1.4,1,-23,.,.,.,-4
Brc1cccc2sc(N3CCCC3)nc12,.,0.6,-4,-6,.,.,.,0
NC(=O)c1c(NC(=O)Cn2cc([N+](=O)[O-])cn2)sc2c1CCCC2,29,-0.8,7,-1,.,.,3,-2
CCOC(=O)CSc1nc2cc(C)cc(C)c2cc1C#N,1,.,.,.,0,-1,5,-5
Cc1cc(C)c(C(=O)COC(=O)c2nn(C)c(=O)c3ccccc23)cc1C,-1,0.0,1,13,3,6,9,-1
O=C(O)C1CCCN(C(=O)c2cccc3ccccc23)C1 (stereo not drawn),2,-0.7,1,-2,-1,8,.,.
CCCCC(=O)Nc1cccc(C(=O)Nc2ccccc2C(=O)O)c1,.,0.4,-4,-7,.,.,.,1
COc1ccc(Cl)cc1N/C(N)=N/c1nc(C)cc(C)n1,2,-0.5,-7,-10,1,1,6,4
CC(C)(C)c1ccc(Nc2n[nH]c3ccccc23)cc1,-29,-2.7,-12,-10,-4,4,-7,-17
Cc1ccc2c(c1)N(CC(=O)N1CCCCCC1)C(=O)CO2,6,.,-4,21,1,-2,-4,0
COC(=O)c1cc(S(=O)(=O)NCC2CCN(CCc3ccc(OC)cc3)CC2)c[nH]1,3,-1.2,2,-15,1,-7,-5,1
C[C@H]1CN(CCc2ccccc2)C(=O)[C@@H]1CC(=O)NCc1ccccc1,-3,-5.3,3,5,0,-3,-2,-5
COc1ccc(NC(=O)Nc2ccc3c(c2)[C@@H]2C[C@H](CC(=O)N4CCCCC4)O[C@H](CO)[C@@H]2O3)cc1,-8,2.5,1,-2,-59,-3,-12[16.7 µM],-13
CCNc1ccc(C(=O)OCC(=O)N2CCCC2)cc1[N+](=O)[O-],9,-1.6,2,14,0,-3,-2,.
NC(=O)CCCCC(=O)OCCCc1cccs1,4,.,2,.,2,0,-10,.
Cc1ccc(S(=O)(=O)N2CCCc3ccccc32)cc1C,7,-1.0,-3,5,-2,-2,10,-32
COc1ccc(-n2nnc3c(=O)n(Cc4cccc(C)c4)cnc32)cc1,.,.,.,-26,6,-3,6,-3
C[C@H](CO)N1C[C@H](C)[C@@H](CN(C)C(=O)Nc2ccc3c(c2)OCO3)OCCCC[C@H](C)Oc2ccc(NS(=O)(=O)c3cn(C)cn3)cc2C1=O,.,2.2,.,7,-1,4,-1[16.7 µM],4
CC(C)=C1C2CCC1C(C(=O)Nc1sc(C)c(-c3ccc(C(C)C)cc3)c1C(N)=O)C2C(=O)O (stereo not drawn),14,.,-2,-45,8,-4,20,6

# Sorted by value in F508del corr (lowest first): 3 of the compounds above
Molecule | F508del corr | INS-1E GSIS act | PglD inh | miR122 inh | PGC1a acetyl inh
C[C@H]1CN(CCc2ccccc2)C(=O)[C@@H]1CC(=O)NCc1ccccc1 | -5.3 | 5 | -3 | -2 | -5
CCNc1ccc(C(=O)OCC(=O)N2CCCC2)cc1[N+](=O)[O-] | -1.6 | 14 | -3 | -2 | .
COC(=O)c1cc(S(=O)(=O)NCC2CCN(CCc3ccc(OC)cc3)CC2)c[nH]1 | -1.2 | -15 | -7 | -5 | 1
